STAT3 activator = IL-6 driven STAT3 reporter potentiators, primary screen, U3A cells, luciferase, luminescence, MLSCN library; IL-6 STAT3-luciferase reporter; 100% = signal with IL-6 EC80 alone; activation (% of control), % at 5.6 µM; actives 0.91% (n = 190,000); AID 871, 2007;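 active = activation above the screen-wide mean of compound activation plus 3 SD, cut at about 130% in these data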;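 note: 0% = background luminescence of wells with medium and substrate only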
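Material: human STAT1-deficient U3A cells with stable STAT3-luciferase reporter / Probe or stimulus: IL-6 stimulus at 33 ng/mL final / Schedule: 1 h compound pre-exposure, 6 h IL-6 stimulation, 37 °C / Technique: luminescence / Read-out basis: percent of IL-6-only median luminescence / Control set: IL-6-only high control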
APP 5'UTR act = activators of APP 5'UTR luciferase reporter, primary screen, SH-SY5Y cells | SH-SY5Y APP 5'UTR luciferase reporter, luminescence; zero percent = DMSO vehicle wells | activation, % at 2 µM | actives 1% (n = 190,000) | AID 1276, 2008;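 active = activation above a set limit, based on mean plus 3 SD of controls, cut at about 140% in these data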; note: values of inactives mirror those of a sister screen read the other way
NF-kB neuron act = activators of NF-kB expression in neurons, primary screen, cell-based, HTS; AID 1239, 2008; human neuronal cells, NF-kB reporter expression; stronger effect = higher value; actives 1.6% (n = 190,000); fold change at 12.5 µM; in the data active = fold change above about 3.3
STAT1 blocker = STAT1 signaling inhibitors, primary screen, cell-based, HTS, luciferase reporter; actives 0.35% (n = 200,000); AID 920, 2007; inhibition, % at 5.5 µM; NIH 3T3 STAT1-luciferase reporter, IFN-gamma, luminescence;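 active = inhibition above a set limit, the mean inhibition across all tested compounds plus 3 SD, cut at about 34% in these data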;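 note: 0% = IFN-gamma with DMSO and 100% = IFN-gamma with 300 µM nifuroxazide; values of inactives mirror those of a sister screen read the other way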
RAM inhibit = inhibitors of the yeast RAM network, primary screen, dse1pr::URA3 reporter, 5-FOA selection; S. cerevisiae dse1pr::URA3 reporter, 5-FOA growth OD615, 2 d; analog-sensitive cbk1-as2 kinase mutant strain; inhibition, % at 50 µM; actives 1.8% (n = 190,000);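 active = inhibition above a set limit, 3 SD over mean compound inhibition, cut at about 8.4% in these data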;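 note: 0% = DMSO-only wells with no growth and 100% = 10 µM 1-NA-PP1 full growth; inhibition rescues growth on 5-FOA so higher OD means more RAM inhibition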
FLuc inh counter = firefly luciferase enzyme inhibitors, primary screen, artefact control for luciferase-based inhibitor screens, biochemical, luminescence, ATPLite; Luciferin 4-monooxygenase (Photinus pyralis), P08659; 10 min; inhibition, % at 10 µM; actives 1.5% (n = 200,000); AID 1006, 2008;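 active = inhibition above about 50% when tested at 10 µM, limit read from the data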
Target sequence (P08659 whole entry, looked up): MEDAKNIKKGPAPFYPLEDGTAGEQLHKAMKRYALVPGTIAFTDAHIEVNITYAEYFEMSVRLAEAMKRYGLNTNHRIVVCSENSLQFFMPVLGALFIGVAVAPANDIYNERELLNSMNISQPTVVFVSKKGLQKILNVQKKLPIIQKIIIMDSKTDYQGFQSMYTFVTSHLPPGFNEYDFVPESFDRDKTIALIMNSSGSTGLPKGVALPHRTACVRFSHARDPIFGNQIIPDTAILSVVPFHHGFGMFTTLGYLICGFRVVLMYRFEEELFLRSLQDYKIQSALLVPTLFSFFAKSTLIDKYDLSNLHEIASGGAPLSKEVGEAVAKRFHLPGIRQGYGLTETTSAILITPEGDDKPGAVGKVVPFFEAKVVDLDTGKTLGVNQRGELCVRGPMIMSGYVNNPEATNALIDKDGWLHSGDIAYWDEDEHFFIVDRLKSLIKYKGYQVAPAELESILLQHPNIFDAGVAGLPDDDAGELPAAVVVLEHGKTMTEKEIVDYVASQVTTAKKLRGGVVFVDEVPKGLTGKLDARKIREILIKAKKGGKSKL
STAT3 blocker = IL-6 driven STAT3 reporter inhibitors, primary screen, U3A cells, luciferase, luminescence, MLSCN library | IL-6 STAT3-luciferase reporter; host cell line lacks STAT1 | inhibition, % at 5.5 µM | actives 0.89% (n = 190,000);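 active = inhibition above the mean inhibition across all screened compounds plus 3 SD, cut at about 44% in these data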;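 note: 0% = DMSO only wells and 100% = 100 µM nifuroxazide control wells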
Hsp70 activator = Hsp70 transcriptional activators, primary screen, cell-based, HeLa, Hsp70 promoter luciferase, luminescence, 10 µM. HeLa Hsp70 promoter luciferase reporter; scaled: vehicle 0, proteasome-inhibitor control 100%. activation, % at 10 µM. actives 0.04% (n = 200,000). AID 1203, 2008;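 active = activation above the mean across all tested compounds plus 3 SD, cutoff set per campaign, cut at about 5.5% in these data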;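 note: 100% = MG132 at 30 µM as the positive control and 0% = DMSO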
STAT1 activator = STAT1 signaling activators, primary screen, cell-based, HTS, luciferase reporter; actives 2.6% (n = 200,000); AID 932, 2007; NIH 3T3 STAT1-luciferase reporter, IFN-gamma, luminescence; 100% = IFN-gamma alone, no compound; activation (% of control), % at 5.5 µM;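 active = activation above the screen-wide mean activation plus 3 SD, cut at about 130% in these data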;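 note: raw ratio to IFN-gamma control signal so 100% means no change and 0% no light; values of inactives mirror those of a sister screen read the other way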
APP 5UTR inh = inhibitors of APP translation via 5'UTR reporter, primary screen, APP 5'UTR luciferase, SH-SY5Y cells; inhibition, % at 2 µM; AID 1285, 2008; SH-SY5Y APP 5'UTR-luciferase reporter, luminescence; actives 0.82% (n = 190,000);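 active = inhibition above a set limit, derived from the sample mean plus 3 SD, cut at about 45% in these data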; note: values of inactives mirror those of a sister screen read the other way
* = called active by the depositor; x = no result given.

Start of the listing, in advance:
SMILES | STAT3 activator | APP 5'UTR act | NF-kB neuron act | STAT1 blocker | RAM inhibit | FLuc inh counter | STAT3 blocker | Hsp70 activator | STAT1 activator | APP 5UTR inh
Cn1cnnc1SCC(=O)c1cccc([N+](=O)[O-])c1 | 97.4 | -6.0 | 1.2 | 0.0 | 0.5 | -3.5 | 1.7 | 0.1 | 100.1 | 6.0
C=C(C)CN(CC)C(=O)c1ccc(OC2CCN(S(=O)(=O)N(C)C)CC2)cc1 | 98.6 | 20.9 | 1.13 | 4.3 | 3.0 | 4.3 | 4.0 | -0.2 | 94.3 | -20.9
COC(=O)/C=C1\NCCSC1=O | 95.2 | -2.3 | 1.35 | 7.7 | 0.8 | -7.1 | 7.4 | 0.2 | 92.9 | 2.3

All compounds of this part, repeating the preview:
SMILES | STAT3 activator | APP 5'UTR act | NF-kB neuron act | STAT1 blocker | RAM inhibit | FLuc inh counter | STAT3 blocker | Hsp70 activator | STAT1 activator | APP 5UTR inh
Cn1cnnc1SCC(=O)c1cccc([N+](=O)[O-])c1 | 97.4 | -6.0 | 1.2 | 0.0 | 0.5 | -3.5 | 1.7 | 0.1 | 100.1 | 6.0
C=C(C)CN(CC)C(=O)c1ccc(OC2CCN(S(=O)(=O)N(C)C)CC2)cc1 | 98.6 | 20.9 | 1.13 | 4.3 | 3.0 | 4.3 | 4.0 | -0.2 | 94.3 | -20.9
COC(=O)/C=C1\NCCSC1=O | 95.2 | -2.3 | 1.35 | 7.7 | 0.8 | -7.1 | 7.4 | 0.2 | 92.9 | 2.3
Cc1ccc(NC(=O)/C=C\C(=O)NCC(=O)O)cc1C | 98.5 | -1.3 | 1.02 | 4.2 | 1.0 | -3.3 | 6.3 | 0.0 | 96.3 | 1.3
Cc1ccc(CNC(=O)COc2ccc(C)nc2[N+](=O)[O-])cc1 | 101.9 | 5.0 | 0.83 | -4.0 | 0.8 | 4.1 | -2.1 | -0.5 | 103.5 | -5.0
COc1cccc(N2CC(O)=C(c3ccccc3)C2=N)c1 | 97.8 | 4.1 | 1.54 | -7.8 | -1.1 | 2.1 | 6.3 | -0.1 | 107.0 | -4.1
CCNc1nc(SCC(=O)OC)nc(N2CCOCC2)n1 | 108.3 | 13.0 | 1.1 | -1.2 | -0.1 | -7.6 | -3.1 | -0.3 | 101.7 | -13.0
O=C(/C=C/c1ccc(Cl)cc1)Nc1ccc(CN2CCOCC2)cc1 | 59.6 | -5.7 | 0.82 | 4.4 | 1.1 | 2.4 | 44.7* | -0.3 | 96.0 | 5.7
CCCCOc1ccc(-c2nnn(C(C)(C)C(=O)OC)n2)cc1 | 98.6 | 27.9 | 1.4 | -15.3 | 1.6 | -7.0 | 5.8 | 0.0 | 114.0 | -27.9
Cn1c(SCC(=O)N2CCN(S(=O)(=O)c3ccc(Cl)cc3)CC2)nc2ccccc21 | 112.9 | x | 1.07 | 4.8 | 0.5 | -3.2 | -17.5 | -0.5 | 95.5 | x
COCCNC(=S)NN(c1ccccc1)c1ccccc1 | 105.5 | -3.1 | 1.4 | 0.6 | 1.6 | 2.7 | 3.4 | 0.1 | 99.7 | 3.0
CCN(CC)CCNc1ncnc2c1[nH]c1ccc(OC)cc12 | 102.1 | 6.8 | 1.3 | 3.4 | 1.3 | x | 4.8 | 0.1 | 96.9 | -6.8
CCCCn1c(NCc2ccccn2)nc2ccccc21 | 98.1 | 4.6 | 1.01 | -8.4 | 1.6 | 3.0 | 11.0 | 0.1 | 107.7 | -4.6
COC(=O)c1sc2nc(-c3ccccc3)nc(N3CCN(C)CC3)c2c1C | 99.0 | -13.6 | 1.06 | -2.4 | 0.1 | -1.7 | 4.9 | -0.1 | 102.2 | 13.6
O=C(CSc1ccc(Cl)cc1)Nc1ccc(N2CCN(C(=O)c3ccc(Cl)cc3)CC2)cc1 | 99.2 | 6.0 | 1.13 | -3.7 | 2.3 | -6.5 | 12.2 | -0.2 | 103.3 | -6.0
O=C(C1=C[C@@H](c2ccccc2)C[C@@H](OCCCCO)O1)N1CCN(Cc2ccc3c(c2)OCO3)CC1 | x | -8.4 | 1.03 | -2.6 | -0.6 | -3.3 | x | -0.2 | 103.9 | 8.4
Cc1ccc(S(=O)(=O)NC(=O)Nn2c(C)nnc2C)cc1 | 103.1 | -11.3 | 1.04 | 9.1 | 1.8 | -5.2 | -3.9 | -0.5 | 91.6 | 11.3
CCC1CCCCN1CCNC(=O)C1CCN(S(=O)(=O)c2c(C)noc2C)CC1 (stereo unspecified) | 103.2 | 14.8 | 1.01 | -1.5 | 0.7 | -5.9 | 3.9 | -0.2 | 101.4 | -14.8
O=C(NC1CCCc2ccccc21)C1CCN(S(=O)(=O)c2ccccc2)CC1 (stereo unspecified) | 98.7 | -12.0 | 0.98 | 1.3 | 1.2 | -4.8 | 9.8 | -0.1 | 98.8 | 12.0
O=C(Nc1nccs1)c1cc(-c2ccccc2)nc2ccccc12 | 97.2 | -4.4 | 0.59 | -4.4 | 4.6 | -7.0 | 3.3 | -0.2 | 103.9 | 4.4
Nc1ccc(O)cc1C(=O)OCC(=O)c1ccc(C2CCCCC2)cc1 | 68.7 | -48.9 | 6.77* | -7.8 | 10.2* | 28.0 | 38.7 | -0.3 | 106.7 | 48.9*
CCCCNC(=S)NNC(=O)C12CC3CC(CC(C3)C1)C2 | 101.1 | -12.9 | 1.11 | 10.5 | 0.3 | -9.0 | 4.7 | -0.1 | 90.2 | 12.9
COc1cccc(N2CCN(c3ncnc4c3[nH]c3ccccc34)CC2C)c1 (stereo unspecified) | 84.3 | 0.0 | 0.3 | 34.6* | 0.2 | -6.9 | 23.1 | -0.4 | 68.6 | 0.0
CN(Cc1cccs1)C(=O)CSc1nc2ccccc2[nH]1 | 96.1 | 15.6 | 1.77 | -21.9 | 0.3 | 11.2 | 11.9 | -0.1 | 120.1 | -15.6
C/C(=N\NC(=S)Nc1cc(S(=O)(=O)N2CCOCC2)ccc1Cl)c1ccccc1F | 65.4 | 30.4 | 0.24 | 12.1 | 3.6 | -0.7 | 40.6 | -0.5 | 89.2 | -30.4
Cc1ccnn1CC(=O)N/N=C/c1ccco1 | 100.7 | -3.2 | 0.97 | 4.6 | 0.0 | -10.4 | 2.6 | -0.3 | 95.8 | 3.3
O=[N+]([O-])c1cc(CN2CCCC2)c2cccnc2c1O | 101.7 | -2.8 | 1.05 | -3.3 | 1.3 | -6.8 | 0.3 | 0.1 | 102.9 | 2.8
Cc1ccc(-c2csc3ncnc(Nc4ccc(N5CCOCC5)cc4)c23)cc1 | 97.2 | -4.6 | 0.83 | 9.5 | 2.0 | 4.7 | 3.8 | -0.3 | 91.3 | 4.6
CCOC(=O)c1sc(Nc2nc(C)cc(OC)n2)nc1C | 97.0 | 5.6 | 1.14 | -4.7 | 6.0 | -10.1 | 10.2 | 0.0 | 103.3 | -5.6
O=C(Cc1ccccc1)N1CCN(C(=O)c2ccc([N+](=O)[O-])cc2)CC1 | 103.4 | 5.6 | 0.9 | 2.3 | 0.7 | -4.2 | -1.6 | -0.1 | 98.4 | -5.6
CS(=O)(=O)N(CC(=O)N1CCCC1)c1cccc(Cl)c1Cl | 106.0 | -3.8 | 1.07 | 19.6 | 0.8 | -3.0 | -2.5 | -0.2 | 82.2 | 3.8
Cc1c(C(=O)N2CCN(CCc3ccccc3)CC2)oc2ccccc12 | 96.3 | 1.2 | 0.94 | -0.1 | 0.4 | -3.3 | 8.8 | -0.2 | 101.4 | -1.2
O=C(CSc1nc2cc(Cl)ccc2s1)NCc1ccc2c(c1)OCO2 | 99.8 | -6.4 | 0.94 | 1.9 | 10.5* | 1.2 | 0.2 | -0.3 | 98.3 | 6.4
CCc1cccc(C)c1NC(=O)COC(=O)Cc1ccsc1 | 101.7 | 3.6 | 1.15 | 9.9 | 0.1 | 0.6 | -4.7 | -0.2 | 92.8 | -3.6
O=C(Cc1ccsc1)Nc1ccc(S(=O)(=O)C(F)F)cc1 | 107.3 | 0.9 | 0.95 | -20.4 | 2.3 | 6.3 | -7.8 | 0.0 | 116.1 | -0.9
Cc1ccc(-c2nnc(SCC#CCOC(=O)c3ccco3)o2)cc1 | 101.8 | 11.0 | 1.57 | -1.0 | 4.7 | 1.4 | -2.3 | -0.4 | 98.0 | -11.0
O=P(c1ccccc1)(c1ccccc1)c1nc(-c2ccccc2)oc1NCc1ccccc1 | 102.7 | 12.2 | 0.92 | -0.4 | 7.5 | 0.6 | -2.0 | -0.2 | 99.4 | -12.2
S=C1SCN(CCN2CCOCC2)CN1Cc1ccccc1 | 101.9 | -0.2 | 0.99 | -0.2 | -0.8 | -4.0 | 1.6 | -0.1 | 100.2 | 0.2
CCn1c(C)c(C2=CCN(S(=O)(=O)c3ccccc3)CC2)c2ccccc21 | 100.1 | 1.0 | 0.77 | 2.2 | 4.2 | -7.2 | -2.4 | -0.4 | 98.0 | -1.0
CCOC(=O)C1(CC2CC2)CCN(C(=O)c2cc(C3CC3)nc3ccccc23)CC1 | 105.8 | 28.2 | 0.92 | -18.4 | -1.0 | -4.4 | -1.4 | 0.0 | 114.8 | -28.2
Cc1ncc([N+](=O)[O-])n1CC(=O)N/N=C/c1ccccc1F | 96.0 | -17.4 | 1.11 | 13.4 | 0.4 | -7.6 | 7.0 | 0.1 | 87.4 | 17.4
CCCC(=O)OCC(=O)Nc1ccc(N=Nc2ccccc2)cc1 | 93.9 | 97.8 | 4.71* | -62.0 | 1.6 | 17.8 | 9.3 | -0.1 | 155.3* | -97.8
O=C(OC1CCOC1=O)c1cccc(S(=O)(=O)Nc2ccc(F)cc2)c1 (stereo unspecified) | 103.6 | 0.8 | 1.09 | 2.4 | -0.3 | -4.8 | -3.0 | -0.2 | 97.3 | -0.8
O=C1OC(Nc2ccc(Br)cc2F)c2ccccc21 (stereo unspecified) | 100.6 | -12.9 | 1.04 | 3.0 | -0.1 | -2.0 | 2.8 | -0.3 | 97.3 | 12.9
O=C(CCCNC(=O)/C(=C/c1ccc(F)cc1)NC(=O)c1ccccc1)OCc1ccccc1 | 101.3 | 10.6 | 0.87 | -1.3 | 5.4 | -7.4 | -2.0 | -0.2 | 101.2 | -10.6
CCCCNC(=O)C1CCCN1C(=O)Nc1cccc(OC)c1 (stereo unspecified) | 103.4 | 10.5 | 0.97 | 7.8 | 0.8 | -6.4 | 2.5 | -0.3 | 92.8 | -10.5
CC1=CCC(C(=O)O)(C(=O)N/N=C/c2cccs2)C(c2ccc([N+](=O)[O-])cc2)C1 (stereo unspecified) | 103.5 | -3.3 | 1.14 | 0.4 | 2.5 | -8.9 | -4.0 | -0.2 | 99.6 | 3.3
